PfHsp40 yeast – compounds rescuing yeast from Plasmodium falciparum HSP40 toxicity; S. cerevisiae expressing PfHsp40, growth rescue, ATP luminescence; growth rescue, % at 12.5 µM; hit rate 0.68% among 340,000; in the data active = growth rescue above about 28%, passing the limit was not always enough; inconclusive = no clear call, values can overlap the other calls;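 note: yeast W303a lacking pdr1 and pdr3 grown in galactose medium; growth measured after three days at 30 °C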
PrPC TRFRET – inhibitors of human cell surface prion protein PrPC. TR-FRET read-out. inhibition, % at 13.8 µM. hit rate 0.43% among 370,000. AID 720596; in the data active = inhibition above about 24%; note: 0% = median of the test wells and 100% = reference compound wells
CCHFV vOTU inh – blocks the CCHF virus ovarian tumor domain protease. CCHFV vOTU protease, Pep-AMC fluorescence. inhibition, % at 11.5 µM. hit rate 0.55% among 370,000. AID 651958; in the data active = inhibition above about 30%; note: 0% = vehicle wells with enzyme and 100% = no enzyme wells
Yp Topo-I inh – inhibitors of Yersinia pestis topoisomerase I; activity, % at 10 µM; hit rate 0.064% among 360,000; Y. pestis Topo-I cleavage product accumulation, plate reader; in the data active = activity above about 50%, passing the limit was not always enough; inconclusive = no clear call, values can overlap the other calls; note: inactives centre near 2
BoNT-F LC inh – blocks Botulinum neurotoxin F light chain protease | hit rate 0.22% among 360,000 | Multiplex microsphere protease cleavage assay, flow cytometry | inhibition, % at 10 µM | AID 588497; in the data active = inhibition above about 35%, passing the limit was not always enough; inconclusive = no clear call, values can overlap the other calls; note: plate controls were buffer without enzyme for full effect and enzyme alone for no effect
FadD28 binding – blocks FadD28 binding to the bisubstrate probe; fluorescence polarization; hit rate 0.22% among 360,000; inhibition, % at 12.5 µM; in the data active = inhibition above about 8.5%, passing the limit was not always enough; inconclusive = no clear call, values can overlap the other calls
BoNT-A LC inh2 – inhibitors of Botulinum neurotoxin A light chain protease. multiplex microsphere protease substrate cleavage, flow cytometry. inhibition, % at 10 µM. hit rate 0.17% among 360,000. AID 588499; note: plate controls were buffer without enzyme for full effect and enzyme alone for no effect
Anthrax LF prot – anthrax lethal factor protease inhibition; inhibition, % at 10 µM; AID 588501; multiplex microsphere protease cleavage assay, LF; hit rate 0.12% among 360,000; note: plate controls were buffer without enzyme for full effect and enzyme alone for no effect
Target sequence (P15917 whole entry, looked up): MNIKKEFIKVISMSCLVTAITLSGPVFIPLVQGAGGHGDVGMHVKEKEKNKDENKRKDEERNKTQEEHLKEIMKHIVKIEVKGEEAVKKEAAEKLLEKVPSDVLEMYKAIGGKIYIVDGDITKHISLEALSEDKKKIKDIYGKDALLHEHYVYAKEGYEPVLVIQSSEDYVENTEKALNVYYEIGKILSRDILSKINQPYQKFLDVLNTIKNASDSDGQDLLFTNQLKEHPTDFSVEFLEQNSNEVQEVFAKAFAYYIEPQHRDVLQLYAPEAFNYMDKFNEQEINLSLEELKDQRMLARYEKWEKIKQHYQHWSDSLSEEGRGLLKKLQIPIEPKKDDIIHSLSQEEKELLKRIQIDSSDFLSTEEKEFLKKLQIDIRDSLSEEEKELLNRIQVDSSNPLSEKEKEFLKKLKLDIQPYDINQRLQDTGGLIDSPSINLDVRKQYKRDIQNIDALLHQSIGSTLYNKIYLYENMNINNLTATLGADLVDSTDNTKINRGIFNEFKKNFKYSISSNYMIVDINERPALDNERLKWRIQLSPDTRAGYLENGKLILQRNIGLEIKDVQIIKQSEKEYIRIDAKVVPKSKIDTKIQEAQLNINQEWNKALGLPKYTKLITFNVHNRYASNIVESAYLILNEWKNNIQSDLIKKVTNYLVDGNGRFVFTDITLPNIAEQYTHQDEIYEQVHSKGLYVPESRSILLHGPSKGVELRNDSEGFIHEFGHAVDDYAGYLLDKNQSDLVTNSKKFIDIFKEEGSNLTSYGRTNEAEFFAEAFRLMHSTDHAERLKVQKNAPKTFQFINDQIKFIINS
TcdB inh – blocks C. difficile toxin B glycohydrolase activity. P18177. TcdB glycohydrolase enzymatic assay, plate reader. inhibition, % at 9.99 µM. hit rate 0.24% among 350,000. AID 652162; in the data active = inhibition above about 10%
* marks the source's active call; other numbers are inactive results; ? = inconclusive; . = no result given. Cut-off read from the data, not from the text of the source, unless noted: active = inhibition above about 30%; inconclusive = no clear call, values can overlap the other calls; inactive = below that.

canonical_smiles	PfHsp40 yeast	PrPC TRFRET	CCHFV vOTU inh	Yp Topo-I inh	BoNT-F LC inh	FadD28 binding	BoNT-A LC inh2	Anthrax LF prot	TcdB inh
CC(=O)Nc1cc2nc(C)n(Cc3ccccc3)c2nc1C	0.2	-2	-17	-2	-27	-3.7	-2.9	-10	1.5
Cc1c(C(=O)/C=C/N(C)C)nnn1-c1ccc(Cl)cc1C#N	-0.9	4	6	-7	?	-3.2	0.8	5	0.3
O=C(O)Cn1nc(-c2ccccc2)oc1=O	-1.6	-1	-7	1	0	0.3	-0.5	-3	.
CCc1ccc(/C(C)=N/NC(=O)c2ccc(-n3cnnn3)cc2)cc1	-1.9	-10	15	4	0	-4.1	-0.4	-1	-9.2
C/C=C/c1cccc(-c2nc(C(=O)NC3CCC3)cc3c2[C@@H](CCO)N(S(=O)C(C)(C)C)C3)c1 (stereo not given in full)	.	-10	-10	.	-16	-0.8	1.7	-10	0.5
COc1ccccc1CC(NC(C)=O)C(=O)NC1CCN(S(=O)(=O)c2ccc(NC(C)=O)cc2)CC1 (stereo not given)	0.2	2	-11	-4	1	1.3	-0.4	8	1.5
Cc1ccccc1NC(=O)Cn1nnc(-c2ccc(N3CCOCC3)cc2)n1	-1.0	4	-1	3	-4	-1.3	?	-6	.
O=C(CN1C(=O)NC2(CCCCCCC2)C1=O)NCc1ccccc1	-1.0	2	0	-1	-1	-2.4	-0.3	-2	0.4
C=CCn1c(=O)c2ccccc2n2c(SCc3cc(=O)n4ccsc4n3)nnc12	0.2	7	8	3	-2	-4.6	0.0	-1	.
COc1cc(OC)c(OC)cc1CCC(C)NC(=O)Cc1ccccc1 (stereo not given)	0.6	0	-10	3	-7	-1.3	-3.1	-5	-0.3
O=[N+]([O-])c1cc(Br)c(O)c(/C=N/Nc2nnnn2-c2cccc3ccccc23)c1	-3.2	-5	15	-13	-1	?	-0.4	-3	.
COc1ccc(OC)c2c1sc(=NC(=O)c1ccco1)n2C	0.4	-6	5	-1	2	-1.8	0.1	2	1.8
COC(=O)c1ccc(=O)n(Cc2ccco2)c1	4.0	-3	1	4	0	-2.1	-0.5	0	.
O=C(COC(=O)c1cccc(S(=O)(=O)NCc2ccccc2)c1)c1ccc2c(c1)OCCO2	0.3	1	1	-5	-2	-1.3	0.2	1	1.7
COCCNC(=O)C(c1cccs1)N(CCc1ccccc1)C(=O)Cn1nnc2ccccc21 (stereo not given)	0.3	4	1	14	22	-3.1	-0.1	-2	.
CCCC(=O)N1CCC1(C)C(=O)NCc1ccccc1SC (stereo not given)	.	-1	-3	4	4	-1.6	-0.1	0	0.2
NNC(=O)c1ccc(CSc2cccc3cccnc23)cc1	0.3	-9	-4	0	-2	-9.1	-0.6	-3	2.6
COc1cc(CCC(=O)OCC(=O)NC2CCCC(C)C2C)cc(OC)c1OC (stereo not given)	0.1	6	7	11	-1	0.0	0.2	0	0.5
CC(=O)c1ccc(S(=O)(=O)Nc2cccc(-n3cnnn3)c2)cc1	-0.4	10	1	-1	2	-1.4	3.3	0	1.2
CCc1cccc(CC)c1NC(=O)COC(=O)CCc1cc(OC)c(OC)c(OC)c1	-1.2	-6	-13	5	27	-1.5	2.2	2	.
COc1ccc(-c2nnn(CC(=O)N(CCO)C(C(=O)NC3CCCC3)c3ccncc3)n2)cc1 (stereo not given)	0.9	-4	0	2	-5	-3.4	-1.0	-11	-0.5
O=c1oc2ccccc2n1CCCOc1ccccc1	-0.1	-11	-1	20	-7	-2.6	-0.2	-2	-1.2
O=C1NC(=O)N(c2ccccc2)C(=O)/C1=C/c1ccc(Sc2ccccc2)o1	2.4	.	.	8	-7	0.8	-0.1	-2	.
C[C@H](/C=C/[C@@]1(O)[C@H](C)C[C@H](O)CC1(C)C)O[C@@H]1O[C@H](CO)[C@@H](O)[C@H](O)[C@H]1O	-0.6	9	6	0	-12	0.6	-0.8	-6	-2.4
CCOC(=O)C1CCCN(C(=O)c2ccc(-c3ccc([N+](=O)[O-])cc3)o2)C1 (stereo not given)	0.4	-20	-1	1	-6	-2.2	-1.6	0	-0.8
COCCN(CC(=O)NCc1ccc(OC)cc1)C(=O)CCC(=O)Nc1nccs1	0.5	4	1	0	2	-1.2	0.0	1	.
COc1cccc(/C=N/NC(=O)CC(=O)NCCc2ccccc2)c1OC	1.0	-5	-4	-10	-1	-0.2	-0.9	-1	.
CCCCCCC[N+](CC)(CC)CCCCc1ccc(Cl)cc1	-0.7	18	15	-5	-8	-3.0	-1.1	1	1.5
C=C(C)Cn1c2ccc(NC(=O)NCCc3ccccc3)cc2c(=O)n1C	.	0	-205	5	0	-2.5	0.2	2	-0.9
O=C(Cc1ccccc1F)Nc1nc(-c2ccc(F)cc2)cs1	?	9	9	0	-13	-8.9	-1.9	3	0.6

One compound at a time, as listed above:
CCCCCCC[N+](CC)(CC)CCCCc1ccc(Cl)cc1 as listed: PfHsp40 yeast: -0.7; PrPC TRFRET: 18; CCHFV vOTU inh: 15; Yp Topo-I inh: -5; BoNT-F LC inh: -8; FadD28 binding: -3.0; BoNT-A LC inh2: -1.1; Anthrax LF prot: 1; TcdB inh: 1.5
O=c1oc2ccccc2n1CCCOc1ccccc1 as listed: PfHsp40 yeast: -0.1; PrPC TRFRET: -11; CCHFV vOTU inh: -1; Yp Topo-I inh: 20; BoNT-F LC inh: -7; FadD28 binding: -2.6; BoNT-A LC inh2: -0.2; Anthrax LF prot: -2; TcdB inh: -1.2

Next section:
canonical_smiles	PfHsp40 yeast	PrPC TRFRET	CCHFV vOTU inh	Yp Topo-I inh	BoNT-F LC inh	FadD28 binding	BoNT-A LC inh2	Anthrax LF prot	TcdB inh
CCNC(=S)NNC(=O)c1cc(-c2cc(C)ccc2C)nc2ccccc12	15	.	.	-3	3	-5.5	1.2	-1	1.4
CCCNC(=O)c1ccc2c(c1)ncn2-c1cc(C)cc(C)c1	0.4	-4	-7	35	3	-6.2	-0.2	1	1.7
CC(C)CCNc1nc(N)c([N+](=O)[O-])c(NCCO)n1	-0.7	-13	11	26	?	-1.2	-3.0	-14	0.0
COc1ccc(C(=Cc2cc(OC)c(OC)cc2[N+](=O)[O-])C(=O)O)cc1	-0.3	-3	4	4	-7	-3.9	-0.6	4	-0.1
O=C(CSc1nnnn1C1CCCCC1)N1CCN(C(=O)c2ccco2)CC1	-1.1	6	14	2	-3	-1.3	-0.8	0	0.0
CC(C)(C)NS(=O)(=O)c1ccc2c(c1)oc(=O)c1cc(S(=O)(=O)NC(C)(C)C)ccc12	-1.6	1	-6	-1	0	-2.2	-0.3	-2	.
OC(CN1CCN(c2ccccc2)CC1)Cn1c2ccccc2c2ccccc21 (stereo not given)	-0.5	2	7	3	-3	-3.9	-0.6	-7	.
Cc1cccc(CSc2nc3nc(C)cc(C)n3n2)c1	2.1	13	-19	3	7	0.0	1.3	2	0.8
CCC1(C)CC(C(CC(=O)O)c2ccc(C)cc2)CCO1 (stereo not given)	-0.6	9	-7	2	-8	-0.4	-0.3	1	.
O=C1C(=O)N(CCCc2ccccc2)c2ccccc21	-0.6	.	.	6	?	-4.7	-2.0	6	.
COc1ccc(S(=O)(=O)Nc2cc(C)on2)cc1NC(C)=O	0.3	-8	7	-4	-3	-2.7	0.0	3	-0.1
CC(C(=O)N=c1sc2ccccc2n1C)N1C(=O)C2CC=CCC2C1=O (stereo not given)	0.5	-4	3	7	3	-0.8	3.3	-1	.
COc1cc(C=O)ccc1OCc1c(C)noc1C	-0.1	-4	-3	12	-4	-4.7	-2.6	-4	.
OCC[C@H]1C[C@@H](O)[C@H](O)[C@@]2(CCCc3ccccc3O2)O1	-1.4	-1	-3	8	-1	-1.6	-0.2	5	0.0
CC(C)Nc1nc(-c2cccnc2)nc(-c2ccccc2)c1C#N	0.9	4	4	0	-8	-2.7	-2.8	-8	-1.8
C=CCn1c(-c2ccccc2)n[nH]c1=S	0.3	-5	11	3	-6	-2.6	1.2	-2	0.8
C[C@]12CC[C@H](O)CC1=CCC1C2CC[C@@]2(C)C1CC[C@@H]2NC(=O)[C@@H](N)Cc1ccccc1 (stereo not given in full)	-0.1	-2	11	1	-1	-1.3	0.1	7	0.8
O=C(O)Cn1cc(/C=N/NC(=O)c2cc3cc(Br)ccc3o2)c2ccccc21	0.8	8	31*	11	-2	3.9	0.5	1	-4.4
COc1ccc(-c2cc(C)nc3c(-c4ccccc4)cnn23)cc1	2.1	-2	9	-9	-1	-1.2	0.0	1	4.0
COC(=O)[C@H](C)NC(=O)NCc1ccc(S(N)(=O)=O)cc1	0.6	2	7	3	-2	0.8	0.1	4	0.6
O=C(c1ccco1)N1CCN(C(=S)Nc2cc(F)cc(F)c2)CC1	0.0	5	5	3	-12	0.7	-6.7	-2	0.2
O=C(c1ccccc1)N1CCC(CC2CC(c3cccc(Br)c3)=NO2)(C(=O)NCC2CCCCC2)CC1 (stereo not given)	-0.4	.	.	5	-8	0.5	0.0	1	.
CCOc1ccc(C2C=C(c3ccc(F)cc3)Nc3ncnn32)cc1 (stereo not given)	2.2	1	-8	-3	20	-3.7	0.9	-6	.
Cc1ccc(-c2cc(-c3ccccc3Cl)c(C#N)c(N)n2)o1	-1.1	0	-13	-9	-12	-4.7	5.0	2	.
CCN(CC)S(=O)(=O)c1ccc(N2CC(C(=O)NC3(C)CCS(=O)(=O)C3)CC2=O)cc1 (stereo not given)	0.1	-3	3	1	3	-2.3	-0.6	-3	0.0

Sorted by molecular weight (ascending): 14 of the compounds above.
canonical_smiles	PfHsp40 yeast	PrPC TRFRET	CCHFV vOTU inh	Yp Topo-I inh	BoNT-F LC inh	FadD28 binding	BoNT-A LC inh2	Anthrax LF prot	TcdB inh
C=CCn1c(-c2ccccc2)n[nH]c1=S	0.3	-5	11	3	-6	-2.6	1.2	-2	0.8
COc1cc(C=O)ccc1OCc1c(C)noc1C	-0.1	-4	-3	12	-4	-4.7	-2.6	-4	.
O=C1C(=O)N(CCCc2ccccc2)c2ccccc21	-0.6	.	.	6	?	-4.7	-2.0	6	.
CCC1(C)CC(C(CC(=O)O)c2ccc(C)cc2)CCO1 (stereo not given)	-0.6	9	-7	2	-8	-0.4	-0.3	1	.
OCC[C@H]1C[C@@H](O)[C@H](O)[C@@]2(CCCc3ccccc3O2)O1	-1.4	-1	-3	8	-1	-1.6	-0.2	5	0.0
Cc1ccc(-c2cc(-c3ccccc3Cl)c(C#N)c(N)n2)o1	-1.1	0	-13	-9	-12	-4.7	5.0	2	.
COc1ccc(-c2cc(C)nc3c(-c4ccccc4)cnn23)cc1	2.1	-2	9	-9	-1	-1.2	0.0	1	4.0
COc1ccc(S(=O)(=O)Nc2cc(C)on2)cc1NC(C)=O	0.3	-8	7	-4	-3	-2.7	0.0	3	-0.1
CCOc1ccc(C2C=C(c3ccc(F)cc3)Nc3ncnn32)cc1 (stereo not given)	2.2	1	-8	-3	20	-3.7	0.9	-6	.
CC(C(=O)N=c1sc2ccccc2n1C)N1C(=O)C2CC=CCC2C1=O (stereo not given)	0.5	-4	3	7	3	-0.8	3.3	-1	.
C[C@]12CC[C@H](O)CC1=CCC1C2CC[C@@]2(C)C1CC[C@@H]2NC(=O)[C@@H](N)Cc1ccccc1 (stereo not given in full)	-0.1	-2	11	1	-1	-1.3	0.1	7	0.8
O=C(O)Cn1cc(/C=N/NC(=O)c2cc3cc(Br)ccc3o2)c2ccccc21	0.8	8	31*	11	-2	3.9	0.5	1	-4.4
CCN(CC)S(=O)(=O)c1ccc(N2CC(C(=O)NC3(C)CCS(=O)(=O)C3)CC2=O)cc1 (stereo not given)	0.1	-3	3	1	3	-2.3	-0.6	-3	0.0
O=C(c1ccccc1)N1CCC(CC2CC(c3cccc(Br)c3)=NO2)(C(=O)NCC2CCCCC2)CC1 (stereo not given)	-0.4	.	.	5	-8	0.5	0.0	1	.
